Source: PubChem
MBD2 DNA inh = inhibitors of MBD2 binding to methylated DNA, primary screen, biochemical, TR-FRET, DNA-binding domain, human; Methyl-CpG-binding domain protein 2 (Homo sapiens), Q9UBB5; MBD2 binding to methylated oligonucleotide; inhibition, % at 4.4 µM; actives 0.31% (n = 370,000); AID 686964, 2013; in the data active means inhibition above about 13%
LEDGF integ inh = blockers of LEDGF/p75-dependent integrase strand transfer – biochemical, TR-FRET, high throughput, primary screen. TR-FRET IN-LEDGF/p75 DNA integration, Eu/Cy5. inhibition, % at 3.7 µM. actives 0.64% (n = 370,000). HIV-1 integrase (with human LEDGF/p75);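 active means inhibition above the screen-wide mean plus 3 SD, cut at about 13% in these data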;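 further: signal is the Cy5 over europium emission ratio at 671 and 618 nm; 0% = plate median of compound wells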
UHRF1 binding = UHRF1 methylated DNA binding inhibitors, primary screen, counter-screen for MBD2 inhibitor project, biochemical, TR-FRET, human UHRF1, single concentration; actives 0.75% (n = 370,000); UHRF1 binding to methylated oligo; inhibition, % at 4.4 µM; E3 ubiquitin-protein ligase UHRF1 (Homo sapiens), Q96T88; in the data active means inhibition above about 21%;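 further: UHRF1 SRA domain binding a hemimethylated CpG hairpin DNA probe; 0% = median of test compound wells and 100% = reference inhibitor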
rCAG RNA binder = binders of r(CAG) RNA repeats, primary screen, biochemical, fluorescence; r(CAG) RNA repeat, TO-PRO-1 dye displacement fluorescence; inhibition, % at 3 µM; actives 1.3% (n = 370,000); AID 651821, 2012;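 active means inhibition above the plate cutoff, the mean of all test compounds on that plate plus 3 SD, cut at about 35% in these data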;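 further: 0% = DMSO alone and 100% = 100 µM mitoxantrone as full dye displacement; higher means more dye released from RNA so lower well fluorescence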
TCR CD3 inh = inhibitors of human TCR-CD3 interaction, primary screen, biochemical, fluorescence, TAMRA-labeled TCR probe. inhibition, % at 9.4 µM. actives 0.37% (n = 360,000). AID 651800, 2012; in the data active means inhibition above about 19%;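 further: recombinant mutant TCR 2C K166C tagged with TAMRA read by polarization; 0% = receptor in buffer alone and 100% = receptor with positive control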
Rev-erbA mod = modulators of Rev-erb alpha DNA binding, primary screen, biochemical, FITC-DNA, fluorescence polarization, uHTS | Rev-erbα–FITC-DNA binding, 90 min | activity, % at 10 µM | actives 0.79% (n = 370,000);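 active means activity above about 14%, limit read from the data; passing the limit was not always enough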;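 further: 0% = DMSO wells with 35 nM protein and 100% = DMSO wells with 750 nM protein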
Target sequence (P20393 whole entry, looked up): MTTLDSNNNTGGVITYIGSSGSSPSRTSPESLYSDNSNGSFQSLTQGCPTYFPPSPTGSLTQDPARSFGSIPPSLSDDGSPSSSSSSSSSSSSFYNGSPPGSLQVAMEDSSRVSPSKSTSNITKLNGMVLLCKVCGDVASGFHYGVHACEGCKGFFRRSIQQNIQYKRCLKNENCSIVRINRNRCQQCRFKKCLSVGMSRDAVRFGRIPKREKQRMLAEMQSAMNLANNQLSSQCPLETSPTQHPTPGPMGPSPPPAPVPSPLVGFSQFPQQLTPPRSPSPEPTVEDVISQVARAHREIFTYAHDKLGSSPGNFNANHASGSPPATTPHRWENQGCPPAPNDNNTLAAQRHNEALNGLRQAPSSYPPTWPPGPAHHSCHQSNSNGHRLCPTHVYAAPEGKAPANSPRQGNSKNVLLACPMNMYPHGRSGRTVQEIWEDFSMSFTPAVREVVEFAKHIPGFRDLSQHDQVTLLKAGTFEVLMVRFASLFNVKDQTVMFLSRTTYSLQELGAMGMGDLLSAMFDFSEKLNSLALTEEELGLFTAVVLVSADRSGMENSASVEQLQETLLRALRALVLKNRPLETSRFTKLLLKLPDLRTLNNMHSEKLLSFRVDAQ
PG9 binder = binders of HIV-1 gp120 antibody PG9, primary screen, biochemical, TR-FRET | HIV-1 gp120 / PG9 antibody interaction | TR-FRET gp120-PG9 antibody binding | inhibition, % at 6.7 µM | actives 0.43% (n = 360,000) | AID 624416, 2012; in the data active means inhibition above about 8.5%
HTRA1 inhibitor = HTRA1 serine protease inhibitors, primary screen, biochemical, fluorescence polarization, HTS; actives 0.5% (n = 340,000); recombinant HTRA1, FP-rhodamine activity-based probe; inhibition, % at 5.96 µM; Q92743; in the data active means inhibition above about 36%;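 further: 0% = enzyme with DMSO and 100% = wells lacking enzyme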
Target sequence (Q92743 whole entry, looked up): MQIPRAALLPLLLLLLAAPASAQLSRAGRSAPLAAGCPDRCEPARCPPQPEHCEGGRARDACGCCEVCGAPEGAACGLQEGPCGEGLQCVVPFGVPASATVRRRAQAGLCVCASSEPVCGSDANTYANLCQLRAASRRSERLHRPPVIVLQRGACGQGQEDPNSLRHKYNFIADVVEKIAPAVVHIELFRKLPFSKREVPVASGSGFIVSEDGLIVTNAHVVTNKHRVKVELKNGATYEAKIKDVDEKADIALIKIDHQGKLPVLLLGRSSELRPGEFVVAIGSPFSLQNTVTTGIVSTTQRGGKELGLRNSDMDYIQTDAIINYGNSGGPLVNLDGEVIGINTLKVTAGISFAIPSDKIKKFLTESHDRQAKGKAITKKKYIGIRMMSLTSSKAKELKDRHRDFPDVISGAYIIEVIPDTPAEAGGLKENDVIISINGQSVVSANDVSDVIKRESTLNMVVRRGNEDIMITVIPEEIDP
PRMT1 inh = PRMT1 methyltransferase inhibitors, primary screen, biochemical, fluorescence polarization; recombinant PRMT1, activity-based probe fluorescence polarization; inhibition, % at 2.79 µM; actives 1.3% (n = 370,000);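 active means inhibition above about 21% made by adding two undisclosed values, limit read from the data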
ABHD4 inh = ABHD4 inhibitors, primary screen, biochemical, fluorescence polarization, mouse | (Lyso)-N-acylphosphatidylethanolamine lipase (Mus musculus), Q8VD66 | purified mABHD4, FP-Rh probe fluorescence polarization | inhibition, % at 8.92 µM | actives 0.54% (n = 370,000);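 active means inhibition exceeding the mean over every tested compound plus 3 SD, cut at about 30% in these data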;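 further: 0% = plate median of compound wells and 100% = S159A mutant with DMSO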
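system = mouse ABHD4 enzyme, wild type | medium = HEPES pH 7.0, NaCl, Pluronic buffer | also added = FP-Rh probe | incubation = Enzyme–compound pre-incubation 45 min, then probe 60 min, both 25 °C | technique = fluorescence polarization, excitation 525 nm, emission 598 nm, BODIPY TMR filters | controls = S159A mutant high control, sample median low control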
The depositor's hits bear a star. A portion of the library; rates above refer to the full screens.

For O=C(CCn1nc(-c2ccc(Cl)cc2)c2ccccc2c1=O)NN1CCOCC1 the results were MBD2 DNA inh 3.1, LEDGF integ inh -5.6, UHRF1 binding -1.2, rCAG RNA binder -5.4, TCR CD3 inh 0.7, Rev-erbA mod 5.8, PG9 binder -0.6, PRMT1 inh -0.1 and ABHD4 inh 5.1.
Screening CN1CCC(N(C)C(=O)c2cc(-c3ccc(F)cc3)nc3ccccc23)CC1 returned MBD2 DNA inh -3.5, LEDGF integ inh -3.1, UHRF1 binding -2.2, rCAG RNA binder 0.5, TCR CD3 inh 8.7, Rev-erbA mod -3.0, PG9 binder 2.2, HTRA1 inhibitor -0.7, PRMT1 inh 0.5 and ABHD4 inh 1.2.
For O=C(Nc1ccc(F)cc1F)C1CCN(c2nnc(-n3cccc3)s2)CC1 the results were MBD2 DNA inh 0.5, LEDGF integ inh 4.4, UHRF1 binding -0.3, rCAG RNA binder 4.1, Rev-erbA mod -3.0, PRMT1 inh -1.7 and ABHD4 inh -2.8.
O=C(CSc1nc2ccccc2nc1N1CCCCC1)N1CCN(S(=O)(=O)c2cccc([N+](=O)[O-])c2)CC1 was read as MBD2 DNA inh -6.3, LEDGF integ inh 7.3, UHRF1 binding -2.1, rCAG RNA binder 12.0, Rev-erbA mod 1.6, PRMT1 inh 0.9 and ABHD4 inh 3.6.
`N#CCSc1nc2ccccc2c(=O)n1CCCC(=O)NCc1ccco1` gave MBD2 DNA inh 1.1, LEDGF integ inh 0.9, UHRF1 binding -2.4, rCAG RNA binder -2.3, TCR CD3 inh -4.1, Rev-erbA mod -2.3, PG9 binder 1.2, HTRA1 inhibitor 8.7, PRMT1 inh -1.6 and ABHD4 inh -1.5.
For N#CC1=C(N)OC2=C(C(=O)CCC2)C1c1ccccc1 (stereo unspecified) the results were MBD2 DNA inh -0.7, LEDGF integ inh 1.7, UHRF1 binding 3.1, rCAG RNA binder -2.1, TCR CD3 inh 0.3, Rev-erbA mod -1.9, PG9 binder 0.5, HTRA1 inhibitor 3.1, PRMT1 inh 0.0 and ABHD4 inh 0.5.
Screening Cc1ccc(S(=O)(=O)Nc2ccc(OCC(=O)N3CCOCC3)cc2)c(C)c1NS(C)(=O)=O returned MBD2 DNA inh 6.0, LEDGF integ inh -2.0, UHRF1 binding 0.6, rCAG RNA binder -1.7, TCR CD3 inh -1.4, Rev-erbA mod -2.5, PG9 binder 0.1, HTRA1 inhibitor 11.2, PRMT1 inh 2.4 and ABHD4 inh -0.7.
`CCOC(=O)c1ccc(S(=O)(=O)N2CCC(C(=O)Nc3nnc(C)o3)CC2)cc1` gave MBD2 DNA inh -6.2, LEDGF integ inh -0.9, UHRF1 binding -4.3, rCAG RNA binder -0.3, TCR CD3 inh 5.3, Rev-erbA mod 4.4, PG9 binder -0.3, HTRA1 inhibitor -0.3, PRMT1 inh 0.1 and ABHD4 inh 4.6.
Cc1[nH]c2c(Cl)cccc2c1CCNC(=O)C1CCCCC1C(=O)OCC(F)(F)F (stereo unspecified) was read as MBD2 DNA inh -1.4, LEDGF integ inh -3.1, UHRF1 binding -0.7, rCAG RNA binder -4.6, TCR CD3 inh 7.4, Rev-erbA mod 5.7, PG9 binder 0.1, HTRA1 inhibitor -18.2, PRMT1 inh 0.1 and ABHD4 inh 5.5.
`Cc1cc(C)n(Cc2ccc(C(=O)N/N=C/c3ccc(-c4ccc([N+](=O)[O-])cc4)o3)o2)n1` gave MBD2 DNA inh 5.5, LEDGF integ inh 3.6, UHRF1 binding 7.1, rCAG RNA binder -33.3, TCR CD3 inh 19.3*, Rev-erbA mod -25.6, PG9 binder -3.0, HTRA1 inhibitor 4.8, PRMT1 inh -0.6 and ABHD4 inh 2.3.
`CCC(CC)C(=O)Nc1cccc(/C(C)=N\NC(=O)c2ccc(C)s2)c1` gave MBD2 DNA inh -0.2, LEDGF integ inh -2.5, UHRF1 binding -1.5, rCAG RNA binder 0.5, TCR CD3 inh -4.7, Rev-erbA mod 3.9, PG9 binder -1.2, HTRA1 inhibitor -7.9, PRMT1 inh -1.0 and ABHD4 inh 4.9.
Screening CCOC(=O)C(CCCOc1ccc(C(C)CC)cc1)C(=O)OCC (stereo unspecified) returned MBD2 DNA inh -0.4, LEDGF integ inh 4.6, UHRF1 binding 3.2, rCAG RNA binder 1.0, TCR CD3 inh 3.3, Rev-erbA mod -4.2, PG9 binder -1.0, HTRA1 inhibitor 1.8, PRMT1 inh 0.9 and ABHD4 inh -4.0.
For CSc1ccc(/C=C/C(=O)OCC(=O)NC2CCCC2)cc1 the results were MBD2 DNA inh -1.7, LEDGF integ inh 3.2, UHRF1 binding -0.7, rCAG RNA binder 1.8, TCR CD3 inh 0.9, Rev-erbA mod -0.7, PG9 binder 0.5, HTRA1 inhibitor 3.9, PRMT1 inh 2.3 and ABHD4 inh 2.0.
Screening CCOc1cc(/C=C2\SC(N)=NC2=O)ccc1O returned MBD2 DNA inh -4.8, LEDGF integ inh -6.2, UHRF1 binding 0.8, rCAG RNA binder -2.2, TCR CD3 inh -4.2, Rev-erbA mod 6.8, PG9 binder -14.9, HTRA1 inhibitor 12.1, PRMT1 inh -1.3 and ABHD4 inh 2.5.
For Cc1[nH]c2ccccc2c1C(=O)C(=O)N(C)C1CCCCC1 the results were MBD2 DNA inh -5.1, LEDGF integ inh 0.2, UHRF1 binding 1.1, rCAG RNA binder -1.7, TCR CD3 inh -2.1, Rev-erbA mod 3.4, PG9 binder 0.6, HTRA1 inhibitor -2.4, PRMT1 inh -1.7 and ABHD4 inh 4.8.
`CCCC1Oc2ccccc2C(=O)N(CC(=O)c2ccc3c(c2)OCCO3)C1=O` (stereo unspecified) gave MBD2 DNA inh -4.1, LEDGF integ inh 4.1, UHRF1 binding -0.6, rCAG RNA binder 1.9, TCR CD3 inh 4.7, Rev-erbA mod 1.1, PG9 binder -1.9, HTRA1 inhibitor -0.2, PRMT1 inh -0.3 and ABHD4 inh 2.6.
For COc1ccc(C2CC(=O)Oc3ccc(C(C)(C)C)cc32)cc1 (stereo unspecified) the results were MBD2 DNA inh 2.1, LEDGF integ inh 1.8, UHRF1 binding -0.3, rCAG RNA binder 0.2, TCR CD3 inh -5.0, Rev-erbA mod 4.1, PG9 binder -0.2, HTRA1 inhibitor -28.2, PRMT1 inh 1.1 and ABHD4 inh 6.0.
CCc1noc(C)c1C(=O)OCC(=O)N(C)c1c(N)n(Cc2ccccc2)c(=O)[nH]c1=O was read as MBD2 DNA inh -0.3, LEDGF integ inh -1.6, UHRF1 binding 2.4, rCAG RNA binder -5.1, TCR CD3 inh -5.5, Rev-erbA mod 7.5, PG9 binder -0.1, HTRA1 inhibitor 5.0, PRMT1 inh 1.9 and ABHD4 inh 2.4.
For Cc1ccc(-n2nc(C)c(/C=N/NC(=O)c3cccs3)c2Cl)cc1 the results were MBD2 DNA inh 6.7, LEDGF integ inh 3.3, UHRF1 binding -3.4, rCAG RNA binder 1.0, TCR CD3 inh 0.7, Rev-erbA mod 0.9, PG9 binder -3.1, HTRA1 inhibitor 1.3, PRMT1 inh -2.4 and ABHD4 inh -4.2.
Screening CCOC(=O)N1CCN(C(=S)NC(=O)c2cccc(OC)c2)CC1 returned MBD2 DNA inh 1.6, LEDGF integ inh 0.1, UHRF1 binding -1.4, rCAG RNA binder 3.3, TCR CD3 inh 5.9, Rev-erbA mod 3.1, PG9 binder 0.6, HTRA1 inhibitor -3.4, PRMT1 inh -0.9 and ABHD4 inh 4.6.
`COc1cc(OC)c(OC)cc1/C=C1\CC(C)C/C(=C\c2cc(OC)c(OC)cc2OC)C1=O` (stereo unspecified) gave MBD2 DNA inh 3.5, LEDGF integ inh 2.2, UHRF1 binding -2.9, rCAG RNA binder -2.3, TCR CD3 inh 3.7, Rev-erbA mod -4.0, PG9 binder 0.8, HTRA1 inhibitor 2.2, PRMT1 inh 1.2 and ABHD4 inh 11.4.
For COc1cc(C2C3=C(CC(C)(C)CC3=O)Nc3c2c(=O)[nH]c(=O)n3Cc2ccccc2)ccc1O (stereo unspecified) the results were MBD2 DNA inh -7.6, LEDGF integ inh 0.7, UHRF1 binding -0.7, rCAG RNA binder 10.1, TCR CD3 inh 0.2, Rev-erbA mod -0.2, PG9 binder -0.5, HTRA1 inhibitor -0.6, PRMT1 inh 1.7 and ABHD4 inh 2.6.
N#C/C(=C\c1ccc(-c2ccccc2[N+](=O)[O-])o1)C(=O)N1CCOCC1 was read as MBD2 DNA inh 2.3, LEDGF integ inh -1.2, UHRF1 binding -0.6, rCAG RNA binder 2.9, TCR CD3 inh 0.6, Rev-erbA mod -1.2, PG9 binder 1.5, HTRA1 inhibitor -0.8, PRMT1 inh 5.4 and ABHD4 inh 10.8.
`COC(=O)[C@]1(C)N[C@H](c2ccc(-c3ccc(Cl)c(Cl)c3)c(OC)c2)[C@@H]2C(=O)N(C)C(=O)[C@@H]21` gave MBD2 DNA inh -9.2, LEDGF integ inh -1.0, UHRF1 binding -0.5, rCAG RNA binder 3.1, TCR CD3 inh 7.7, Rev-erbA mod 5.8, PG9 binder 2.2, HTRA1 inhibitor -17.3, PRMT1 inh 0.3 and ABHD4 inh -13.5.
Screening C/C(=N\NC(=O)c1ccc(CN2CCc3ccccc3C2)cc1)c1ccccc1O returned MBD2 DNA inh 4.6, LEDGF integ inh -12.1, UHRF1 binding 0.0, rCAG RNA binder 4.2, TCR CD3 inh 24.8*, Rev-erbA mod -2.5, PG9 binder -4.4, HTRA1 inhibitor 7.7, PRMT1 inh 2.0 and ABHD4 inh 3.4.
COc1ccccc1C(CNC(=O)c1cccc(S(=O)(=O)N2c3ccccc3CC2C)c1)N(C)C (stereo unspecified) was read as MBD2 DNA inh 5.5, LEDGF integ inh -0.5, UHRF1 binding -3.6, rCAG RNA binder -1.3, TCR CD3 inh -10.1, Rev-erbA mod -2.3, PG9 binder 0.2, HTRA1 inhibitor 8.5, PRMT1 inh 2.2 and ABHD4 inh -2.7.

Random excerpt: 2 entries already listed, in no set order.
N#C/C(=C\c1ccc(-c2ccccc2[N+](=O)[O-])o1)C(=O)N1CCOCC1 was read as MBD2 DNA inh 2.3, LEDGF integ inh -1.2, UHRF1 binding -0.6, rCAG RNA binder 2.9, TCR CD3 inh 0.6, Rev-erbA mod -1.2, PG9 binder 1.5, HTRA1 inhibitor -0.8, PRMT1 inh 5.4 and ABHD4 inh 10.8.
`COC(=O)[C@]1(C)N[C@H](c2ccc(-c3ccc(Cl)c(Cl)c3)c(OC)c2)[C@@H]2C(=O)N(C)C(=O)[C@@H]21` gave MBD2 DNA inh -9.2, LEDGF integ inh -1.0, UHRF1 binding -0.5, rCAG RNA binder 3.1, TCR CD3 inh 7.7, Rev-erbA mod 5.8, PG9 binder 2.2, HTRA1 inhibitor -17.3, PRMT1 inh 0.3 and ABHD4 inh -13.5.
